# Screening results: PubChem, several laboratories
# KLF5 inh: KLF5 expression inhibitors, primary screen, DLD-1 cells, luminescence; DLD-1 KLF5 promoter-luciferase reporter; inhibition, % at 5 µM; hit rate 0.23% among 290,000;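 active means inhibition above a per-plate limit of that plate's mean compound inhibition plus 3 SD, cut at about 60% in these data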;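 further: 0% = DMSO wells and 100% = LY294002 at 200 µM; higher means less KLF5 promoter-driven luciferase light; inactives centre near -14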
# GSK3B inh: human GSK3beta kinase inhibitors, primary screen, biochemical, cell-free homogeneous, HTS; Glycogen synthase kinase-3 beta (Homo sapiens), P49841; GST-GSK3beta kinase, ADP-Glo luminescence, 60 min; active compounds read low; activity score (negative = inhibition), % at 10 µM; hit rate 0.038% among 300,000; AID 2097, 2009;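 active means more than half of replicate wells score below -50%, meaning over 50% inhibition versus plate controls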;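 further: 0% = median DMSO wells and -100% = median GW8510 positive control wells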
# Target sequence (P49841 whole entry, looked up): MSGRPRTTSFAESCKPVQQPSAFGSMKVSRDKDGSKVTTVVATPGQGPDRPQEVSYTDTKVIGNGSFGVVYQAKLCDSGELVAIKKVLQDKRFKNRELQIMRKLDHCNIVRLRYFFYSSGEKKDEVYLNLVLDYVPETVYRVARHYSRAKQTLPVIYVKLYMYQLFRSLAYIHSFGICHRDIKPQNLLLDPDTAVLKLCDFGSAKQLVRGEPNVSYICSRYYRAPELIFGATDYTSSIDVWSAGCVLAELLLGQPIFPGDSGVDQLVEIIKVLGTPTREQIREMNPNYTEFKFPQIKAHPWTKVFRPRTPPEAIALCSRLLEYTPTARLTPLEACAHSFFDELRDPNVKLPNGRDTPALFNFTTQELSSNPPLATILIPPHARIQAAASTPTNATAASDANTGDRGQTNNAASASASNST
#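 Test system: GST-tagged human GSK3beta kinase, cell-free; evaluation: activity score scaled between in-plate DMSO and GW8510 controls; measured by: ADP-Glo luminescence; incubation: 60 min reaction, RT; benchmarks: DMSO and 20 µM GW8510; reagent: peptide substrate plus 25 µM ATP (final); medium: Tris/MgCl2 kinase buffer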
# AI-2 QS mod: Vibrio harveyi AI-2 quorum sensing modulators, primary screen, JMH597 strain, luminescence/OD600 ratio. Vibrio harveyi JMH597 AI-2 luminescence/OD600 ratio, 9 h; active compounds read low; strain lacks LuxN and CqsS sensors; 0 = neutral-control median. activity change, % at 7.5 µM. hit rate 0.4% among 300,000; in the data active means activity change below about -75%, passing the limit was not always enough;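 further: luminescence divided by OD600 gain over 9 h not by final OD600 alone; inactives centre near 13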
# aSyn 5UTR inh: MLPCN primary screen, SNCA 5' untranslated region | alpha-synuclein 5'UTR reporter, inhibitor activity | inhibition, % (tested at 7.5 µM) | hit rate 0.82% among 300,000 | AID 1813, 2009; in the data active means inhibition above about 60%;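 further: H4 neuroglioblastoma cells stably carrying SNCA 5'UTR luciferase fusion; 0% = DMSO wells and 100% = positive control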
# IEC-6 tox: cytotoxicity in IEC-6 intestinal epithelial cells, primary screen, cytotoxicity control for KLF5 inhibitor project, cell-based, luminescence; AID 1825, 2009; inhibition, % at 5 µM; IEC-6 cytotoxicity, luminescence viability; hit rate 0.78% among 290,000; in the data active means inhibition above about 22%;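 further: 0% = plate median of test compound wells and 100% = cytotoxic reference compound wells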
# GSK3A inh: blockers of GSK3A enzyme activity – biochemical, luminescence, cell-free homogeneous, HTS, primary screen; GSK-3 alpha kinase, ADP-Glo luminescence, 60 min; inhibition, % at 10 µM; hit rate 0.1% among 320,000; AID 2650, 2010;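 in the data active means inhibition above about 50%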;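 further: GST-tagged GSK-3 alpha with peptide substrate and 25 µM ATP; 0% = DMSO neutral wells and 100% = GW8510 positive control wells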
# Target sequence (P49840 whole entry, looked up): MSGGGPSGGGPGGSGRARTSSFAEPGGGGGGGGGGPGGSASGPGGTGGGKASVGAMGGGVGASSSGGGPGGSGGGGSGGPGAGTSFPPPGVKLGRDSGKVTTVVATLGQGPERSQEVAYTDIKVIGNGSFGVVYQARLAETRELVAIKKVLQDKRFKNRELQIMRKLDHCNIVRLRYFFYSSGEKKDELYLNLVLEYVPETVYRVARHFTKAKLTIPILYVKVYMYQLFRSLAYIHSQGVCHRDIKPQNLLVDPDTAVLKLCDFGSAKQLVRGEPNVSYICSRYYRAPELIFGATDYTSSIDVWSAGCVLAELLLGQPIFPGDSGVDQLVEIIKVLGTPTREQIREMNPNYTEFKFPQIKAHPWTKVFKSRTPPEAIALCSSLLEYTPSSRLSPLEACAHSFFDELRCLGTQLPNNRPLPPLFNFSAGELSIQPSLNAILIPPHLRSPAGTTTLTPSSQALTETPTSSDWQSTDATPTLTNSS
# HSF1 activator: HSF-1 activators, primary screen, NIH3T3-HGL cells, MG132 stress, luminescence, single point; hit rate 1.7% among 300,000; AID 504408, 2011; activation, % at 9 µM; NIH3T3-HGL HSF-1 luciferase reporter, 8 h; 100% = twice DMSO control signal;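 active means mean replicate activation of at least 50% with a set share of replicates each reaching 50%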;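 further: 0% = median of the neutral control wells and 100% = twice that signal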
# HIF activator: HIF pathway transcriptional activators, primary screen, cell-based, U2OS HRE-luciferase, luminescence; U2OS HRE-luciferase reporter; normalized: DMSO 0%, desferrioxamine 100%; hit rate 0.32% among 300,000; activation, % at 7.5 µM (by protocol);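 active means mean activation of at least 10% of the iron chelator positive control signal, with at least half of replicates also reaching 10%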
# HSP90 inh: HSP90 inhibitors, primary screen, cell lysate, luminescence. Heat shock protein HSP 90 (rabbit reticulocyte lysate; luciferase refolding). Rabbit reticulocyte lysate, luciferase refolding luminescence, 3 h. inhibition, % at 5.6 µM. hit rate 0.91% among 290,000;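 active means inhibition above the screen-wide mean plus 3 SD, computed separately per campaign, cut at about 16% in these data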;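 further: 0% = DMSO wells and 100% = 60 µM geldanamycin wells; inhibitors lower the luminescence because luciferase stays unfolded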
# HSF1 inhib: HSF1 inhibitors in luciferase reporter cells, primary screen, cell-based, NIH3T3, luminescence; activity change, negative = inhibition, % at 7.5 µM (by protocol); NIH3T3-HGL HSE-luciferase, MG132-induced, luminescence 8 h; active compounds read low; hit rate 0.77% among 300,000;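 active means more than half of replicate wells show activity change below -50%, luminescence cut by over half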;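 further: luciferase reports HSF-1 transcriptional activity via heat shock element; 0% = median of DMSO wells and -100% = zero luminescence signal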
# * marks the source's active call; other numbers are inactive results; nt = no result given. Rows are unselected. Share with any hit: about 4.7%.
SMILES,KLF5 inh,GSK3B inh,AI-2 QS mod,aSyn 5UTR inh,IEC-6 tox,GSK3A inh,HSF1 activator,HIF activator,HSP90 inh,HSF1 inhib
Cc1c(C(=O)N2CCc3ccccc3C2)oc2ccc(S(=O)(=O)N3CC(C)CC(C)C3)cc12 (stereo unspecified),4,-5,15,-5,8,1,15,-0.3,3,0
CCOc1ccccc1NC(=O)Nc1ccc(Br)cn1,2,1,17,-3,8,nt,10,-0.5,-1,-7
COc1cc(/C=C2\COC/C(=C\c3ccc(O)c(OC)c3)C2=O)ccc1O,-23,-3,23,103*,3,-3,19,-1.3,6,12
CC(Nc1ccc(Cl)cc1)c1cc(Cl)ccc1O (stereo unspecified),-22,-2,-13,14,-2,-2,1,-0.3,1,9
O=C1NCCCCC1NS(=O)(=O)c1ccc(Cl)cc1 (stereo unspecified),-7,1,14,-16,-3,0,-4,-2.0,4,-5
CCOc1ccc2c(c1)c(C(C)=O)c(C)n2-c1ccccc1,-24,2,-3,6,1,-1,1,-4.6,2,-3
Cc1nn(Cc2ccccc2)c(C)c1NC(=O)CCCn1nc([N+](=O)[O-])c(Cl)c1C,-18,0,12,30,1,-3,1,1.3,-1,-2
CCC(C)(C)NC(=O)C(c1cccn1C)N(C(=O)Cn1nnc2ccccc21)c1ccc(OC)cc1OC (stereo unspecified),-22,2,24,-32,6,-1,20,-0.3,2,3
CCOC(=O)C(=O)N/N=C(/c1ccccc1)c1ccc(OC)cc1,-46,-3,22,13,-6,3,2,-0.6,-1,1
CC(NC(=O)COC(=O)CSCc1ccccc1)c1ccccc1 (stereo unspecified),-3,-6,-4,17,8,-1,-2,-0.5,3,3
CSc1nnc2n(-c3ccc(C)cc3)c(=O)c3c4c(sc3n12)COC(C(C)C)C4 (stereo unspecified),-9,-6,20,-1,1,-4,2,0.1,1,-4
Cn1c(=O)oc2cc(S(=O)(=O)NCc3ccco3)ccc21,-4,-1,12,6,2,0,14,-0.7,-2,-5
CCOc1cc(/C=N\Nc2ncc(F)c(N3CCOCC3)n2)ccc1Oc1nc(Cl)ncc1F,-31,0,15,-53,2,1,12,0.4,2,-3
Cc1nc2ccccc2n1CC(O)Cn1c2ccccc2c2ccccc21 (stereo unspecified),-15,2,13,11,2,nt,-3,-0.6,5,5
Cc1c(Cl)cccc1-n1nnnc1-c1cccs1,-5,0,-4,-29,4,3,-12,0.2,1,-14
Cn1cc(S(=O)(=O)Nc2cccc3ccccc23)c(=O)n(C)c1=O,-39,0,14,16,-3,-1,43,-0.6,0,20
CC(=O)Nc1ccc(C(=O)NC2CCSc3ccccc32)cc1 (stereo unspecified),-30,3,22,-9,0,-1,13,0.9,-3,4
COc1ccc(CCn2c(=N)c(C(=O)NCC3CCCO3)cc3c(=O)n4ccccc4nc32)cc1 (stereo unspecified),23,-2,24,-12,-6,0,2,-0.1,-5,-8
COCC(=O)N(CCc1ccccc1)Cc1cc2cc(C)ccc2nc1Cl,-34,-6,6,-5,5,-6,17,-0.3,1,9
CCCCNS(=O)(=O)c1ccc(NC(=O)C(Sc2ccccc2)c2ccccc2)cc1 (stereo unspecified),-5,-1,25,40,-4,-1,25,-1.0,4,-4
COc1ccc(CCNC(=O)COc2ccc(-c3ccc(C)cc3)cc2)cc1OC,23,-4,6,2,-5,-5,31,0.2,1,5
C=C(C)Cc1c(C)nc(-c2ccccc2)[nH]c1=O,-11,2,31,2,-2,-3,-6,0.2,-4,-4
COc1cc2c(cc1OC)C(c1c(Cl)cccc1Cl)NC(=O)C2 (stereo unspecified),-29,-2,-7,9,-1,4,-6,1.4,0,-2
Cc1ccc(S(=O)(=O)CC2CSc3nc4ccccc4n32)cc1 (stereo unspecified),42,1,38,-13,10,-1,-14,-0.5,4,-4
CC(C)N(C(=O)CSc1nc2ccccc2n1Cc1ccccc1)C(C)C,-15,-2,-13,10,-2,-3,31,-1.2,1,18
CCN(CC)CCn1c(SCC(=O)NCc2ccccc2)nc2c(sc3ccccc32)c1=O,-35,-3,-2,-20,0,1,-10,-0.3,2,0
O=C(CSc1nc2ccccc2[nH]1)c1c[nH]c2ccccc12,-48,-3,14,-55,-12,0,-8,1.7,-3,7
COc1ccc(NC(=O)Nc2ccc3oc(C)nc3c2)cc1,-126,2,19,-164,3,0,40,2.1,-1,14
O=C(Cn1c(C(F)(F)F)nc2ccccc21)Oc1cccc(C(F)(F)F)c1,-18,-1,10,nt,-8,10,nt,nt,-4,nt
Cc1ccc(NC(=O)CSc2nc(=O)cc(N)n2CCc2ccccc2)cc1,-9,-1,15,4,-5,0,4,0.2,-2,-1
Clc1ccc2nc(-c3ccc(Br)s3)cn2c1,-88,2,15,-26,9,-3,36,2.9,11,25
CC(=O)c1ccc(N2CCN(C(=O)Cn3cnc(S(=O)(=O)N4CCCCC4)c3)CC2)cc1,-42,1,11,-30,3,nt,13,0.3,0,-3
Cc1ccc2c(c1)N(CCCC(=O)NCC1COc3ccccc3O1)C(=O)CO2 (stereo unspecified),-22,4,20,13,-2,-2,-1,0.0,-1,1
Cc1ccc(S(=O)(=O)CCC(=O)N(CCCN2CCOCC2)c2nc3ccccc3s2)cc1,nt,2,-6,-119,nt,-3,2,1.7,nt,9
CN(CC(=O)Nc1ccccc1Br)C(=O)CCc1ccccc1,-10,0,10,-13,-2,-2,14,0.5,-2,14
O=C(N/N=C/c1cccc([N+](=O)[O-])c1)c1cc[n+](CCO)cc1,-6,1,-6,4,2,2,39,0.1,7,2

# 13 compounds already listed, ordered by formula weight, smallest number first:
SMILES,KLF5 inh,GSK3B inh,AI-2 QS mod,aSyn 5UTR inh,IEC-6 tox,GSK3A inh,HSF1 activator,HIF activator,HSP90 inh,HSF1 inhib
C=C(C)Cc1c(C)nc(-c2ccccc2)[nH]c1=O,-11,2,31,2,-2,-3,-6,0.2,-4,-4
COc1ccc(NC(=O)Nc2ccc3oc(C)nc3c2)cc1,-126,2,19,-164,3,0,40,2.1,-1,14
O=C1NCCCCC1NS(=O)(=O)c1ccc(Cl)cc1 (stereo unspecified),-7,1,14,-16,-3,0,-4,-2.0,4,-5
Cc1ccc(S(=O)(=O)CC2CSc3nc4ccccc4n32)cc1 (stereo unspecified),42,1,38,-13,10,-1,-14,-0.5,4,-4
Cn1cc(S(=O)(=O)Nc2cccc3ccccc23)c(=O)n(C)c1=O,-39,0,14,16,-3,-1,43,-0.6,0,20
Cc1nc2ccccc2n1CC(O)Cn1c2ccccc2c2ccccc21 (stereo unspecified),-15,2,13,11,2,nt,-3,-0.6,5,5
COc1cc(/C=C2\COC/C(=C\c3ccc(O)c(OC)c3)C2=O)ccc1O,-23,-3,23,103*,3,-3,19,-1.3,6,12
CC(C)N(C(=O)CSc1nc2ccccc2n1Cc1ccccc1)C(C)C,-15,-2,-13,10,-2,-3,31,-1.2,1,18
COCC(=O)N(CCc1ccccc1)Cc1cc2cc(C)ccc2nc1Cl,-34,-6,6,-5,5,-6,17,-0.3,1,9
Cc1ccc(NC(=O)CSc2nc(=O)cc(N)n2CCc2ccccc2)cc1,-9,-1,15,4,-5,0,4,0.2,-2,-1
CSc1nnc2n(-c3ccc(C)cc3)c(=O)c3c4c(sc3n12)COC(C(C)C)C4 (stereo unspecified),-9,-6,20,-1,1,-4,2,0.1,1,-4
CC(=O)c1ccc(N2CCN(C(=O)Cn3cnc(S(=O)(=O)N4CCCCC4)c3)CC2)cc1,-42,1,11,-30,3,nt,13,0.3,0,-3
CCOc1cc(/C=N\Nc2ncc(F)c(N3CCOCC3)n2)ccc1Oc1nc(Cl)ncc1F,-31,0,15,-53,2,1,12,0.4,2,-3

# Carrying on:
SMILES,KLF5 inh,GSK3B inh,AI-2 QS mod,aSyn 5UTR inh,IEC-6 tox,GSK3A inh,HSF1 activator,HIF activator,HSP90 inh,HSF1 inhib
Cc1ccc(O)c(-c2cc(C(=O)Nc3ccc(S(=O)(=O)Nc4nccc(C)n4)cc3)[nH]n2)c1,-8,2,14,15,-5,-5,-41,-0.5,-2,-16
Cc1ccc(NC(=O)C(c2ccc(Cl)cc2)N2CCOCC2)cc1 (stereo unspecified),6,1,-3,-6,0,nt,26,-0.1,-1,0
COc1cccc(N=C2CC(C)(C)CC(=O)/C2=C(/O)c2ccccc2)c1,-19,-2,13,-3,0,-1,6,0.2,-4,-3
Cc1cccc(OCC(=O)Nc2cccc3nsnc23)c1,-27,0,9,-82,-6,-4,18,2.3,-3,3
C=C(C)Cn1c(CCn2c3ccccc3c3ccccc32)n[nH]c1=S,17,0,35,11,5,-1,6,0.1,3,-10
COc1cccc(C(=O)COC(=O)c2cccs2)c1,-20,-4,-27,-62,3,2,21,2.2,3,25
COc1cccc(Oc2nc(-c3ccncc3)nc3ccccc23)c1,-4,2,20,10,9,-4,19,0.2,3,8
COC(=O)c1ccc(OCC(O)CN(CCO)CCO)cc1 (stereo unspecified),-13,-1,-8,10,2,-2,21,0.2,1,18
Cc1cc(OCCn2ccnc2)cc(C(C)C)c1,-6,3,14,10,-8,-2,4,0.0,-3,1
CC(C)N(Cc1nc(-c2ccccc2)no1)C(=O)C(C)(C)C,-40,4,12,-18,-2,-1,-3,0.2,-2,0
C[C@@H]1C=C(C(=O)NC2CC2)O[C@H](OCc2ccc(CO)cc2)C1,nt,-2,1,-5,nt,0,-13,0.6,nt,3
CC(C)c1ccccc1OCC(O)CN(CC(O)COc1cccc2ccccc12)C(C)C (stereo unspecified),-26,nt,nt,25,5,-2,2,-1.5,5,-10
CCOc1ccc(NC(=O)CCC(=O)NNC(=O)Nc2ccc(Cl)cc2)cc1,6,-1,18,-10,4,-2,-11,1.8,2,2
CCOCCCNC(=O)C(c1ccc(Cl)cc1)N(Cc1ccc2c(c1)OCO2)C(=O)CNC(C)=O (stereo unspecified),-16,nt,nt,-15,-11,nt,7,-0.5,-2,-3
O=C(O)C1C2C=CC3(CN(Cc4ccccn4)C(=O)C13)O2 (stereo unspecified),-18,-4,19,0,-5,4,5,-0.7,-2,-8
CCOC(=O)N1CCN(CC(O)COc2ccccc2C(C)CC)CC1 (stereo unspecified),-34,3,19,7,0,-3,-12,0.0,1,-5
COc1ccc(NC(=O)CCNS(=O)(=O)c2ccc3[nH]c(=O)oc3c2)cc1Cl,-5,-2,27,-7,0,-3,6,0.4,-1,-2
